Screening data from PubChem BioAssay.
GPR55 LPI antagonism: GPR55 antagonists blocking LPI-driven arrestin recruitment, primary screen, imaging, U2OS, beta-arrestin-GFP, LPI agonist (AID 2013). U2OS GPR55 beta-arrestin-GFP translocation imaging, LPI antagonism; higher % means a stronger effect. inhibition, % at 10 µM, or IC50 in µM where a hit was titrated. 0.13% of 290,000 active;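 active = spots per cell inhibited over 60%, with over 100 cells counted and total cytoplasm intensity under 500,000; inconclusive = wells with under 100 cells, flagged as likely toxic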;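 also: U2OS cells stably carrying GPR55 and arrestin-GFP stimulated by 5 µM LPI near EC80; imaged beta-arrestin-GFP aggregate spots per cell after agonist stimulation; plate controls were LPI-stimulated DMSO wells for no effect and DMSO wells without LPI for full effect; some results filed as inactive read as strong as hits; confirmed hits need IC50 under 10 µM and bright autofluorescent wells are also inconclusive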
K1F lysis inhibition: inhibition of K1F phage lysis, E. coli UTI89, bacterial capsule biogenesis inhibitors, alamar blue (AID 488966); E. coli UTI89 K1F phage lysis, alamar blue, 2 h; higher % means a stronger effect; inhibition, % at 100 µM; hits with a dose series show IC50 in µM; 0.02% of 340,000 active;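 active = phage lysis inhibition, versus mean bacterial control, above a set limit; inconclusive = no clear call, values can overlap the other calls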;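 also: capsule biogenesis inhibitors block K1F phage lysis so surviving cells raise fluorescence; higher fluorescence means more inhibition of phage lysis; actives were called in the ten point dose series up to 300 µM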
SV40 large T antigen: TAg ATPase/helicase activity blockers – biochemical (AID 1903); inhibition, % at 20 µM; hits with a dose series show IC50 in µM; 0.39% of 310,000 active; SV40 large T antigen ATPase/helicase inhibition assay; higher % means a stronger effect; in the data active = a potency from the dose series; inconclusive = inhibition mostly from about 32% at the one dose, without a potency; inactive = the rest, 99 in 100 with inhibition below about 32%; also: strong numbers were not always called active
MgcRacGAP inhibition: MgcRacGAP GTPase-activating activity inhibitors, confirmation, biochemical, ADP Hunter fluorescence | AID 624330 | MgcRacGAP-stimulated Rac1 GTP hydrolysis, ADP Hunter fluorescence; higher % means a stronger effect; GST-tagged Rac1 F28L mutant substrate | inhibition, % at 30 µM; hits with a dose series show IC50 in µM | 0.6% of 340,000 active;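 active = first-screen hits whose inhibition reached a set limit at any dose in the follow-up dose series; inconclusive = inhibition above the set first-screen limit but never retested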;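 also: fluorescence reports GDP produced by GAP-driven GTP hydrolysis; strong numbers were not always called active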
RSV antiviral HEp-2: RSV antiviral activity via CPE protection, HEp-2 cells, primary 10 µM value included (AID 2391); HEp-2 cells, RSV-induced CPE inhibition; higher % means a stronger effect; one-dose CPE inhibition, % at 10 µM; IC50 in µM for titrated hits; 0.13% of 310,000 active; in the data active = a potency from the dose series; inconclusive = CPE inhibition mostly from about 23% at the one dose, without a potency; inactive = the rest, 99 in 100 with CPE inhibition below about 21%; also: strong numbers were not always called active
HIV peptide binding: cell-free HIV fusion peptide-binding blockers – biochemical, uHTS, fluorescence dequenching, primary screen (AID 1986); cell-free peptide binding, fluorescence dequenching, 30 min; higher % means a stronger effect; 0.3% of 290,000 active; inhibition, % at 20 µM; hits with a dose series show IC50 in µM; in the data active = inhibition mostly above about 52%, no sharp cut-off; inactive = mostly below about 76%; also: some results filed as inactive read as strong as hits
GPR35 arrestin U2OS: GPR35 antagonists blocking zaprinast-driven arrestin recruitment, primary screen, imaging, U2OS, beta-arrestin-GFP, zaprinast agonist (AID 2058). one-dose inhibition, % at 10 µM; IC50 in µM for titrated hits. 0.052% of 290,000 active. U2OS GPR35 beta-arrestin-GFP translocation imaging, zaprinast antagonism; higher % means a stronger effect;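 active = inhibition of at least 50% with at least 30 cells and total cytoplasm GFP at most 10,000,000; inconclusive = under 30 cells or total GFP of 10,000,000 plus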
Salmonella PhoP GFP: PhoP-dependent GFP reporter repression – Salmonella Typhimurium, primary screen (AID 1863); one-dose inhibition, % at 50 µM; IC50 in µM for titrated hits; 0.16% of 300,000 active; S. Typhimurium PhoP-regulated promoter GFP reporter, 4 h; higher % means a stronger effect;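 active = inhibition over 29.93%, a cutoff 3 SD above the screen mean, later confirmed by dose response; inconclusive = inhibition over 29.93% but no dose response follow-up; inactive = inhibition at most 29.93% or unconfirmed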;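 also: 0% = low Mg2+ inducing control and 100% = high Mg2+ repressing control; strong numbers were not always called active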
Dengue-2 NS5 capping: Dengue-2 NS5 methyltransferase inhibitors, primary screen, biochemical, confirmation dose response (AID 588689). 0.3% of 340,000 active. Dengue-2 NS5 methyltransferase capping enzyme assay, biochemical; higher % means a stronger effect. one-dose inhibition, % at 25 µM; IC50 in µM for titrated hits; in the data active = a potency from the dose series; inconclusive = inhibition above about 29% without an active follow-up result
Dengue-2 NS5 capping pilot replicate: further read-out of Dengue-2 NS5 capping, marked with its call; inhibition, %; measured here: pilot screen replicate inhibition
* = called active by the depositor; ? = inconclusive; . = not tested or not shown; [ ] = remark or other dose.

SMILES	GPR55 LPI antagonism	K1F lysis inhibition	SV40 large T antigen	MgcRacGAP inhibition	RSV antiviral HEp-2	HIV peptide binding	GPR35 arrestin U2OS	Salmonella PhoP GFP	Dengue-2 NS5 capping	others
CCOc1ccc2[nH]cc(C(=O)NCCc3ccccc3)c(=O)c2c1	-14%	1.6%	5%	10%	16%	-1.3%	-6%	13%	-10%
COc1ccc(NC(=O)CN(C)CC(=O)N(C)C2(C#N)CCC(C)CC2)cc1 (centres undefined)	.	0.5%[50 µM]	.	2%	0.0%	.	.	.	7%
CCOc1ccc(C(=O)Nc2ccc(S(=O)(=O)Nc3cc(C)on3)cc2)cc1	0%	-0.1%	4%	6%	2.9%	4.0%	13%	2%	-4%
O=C(Nc1ccc(S(=O)(=O)N2CCOCC2)cc1)c1ccc(Cl)cc1	8%	1.2%	.	9%	2.4%	-0.1%	1%	-8%	-1%
CCC1(C)Cc2c(sc3nc(SC)[nH]c(=S)c23)CO1 (centres undefined)	8%	.	8%	.	-0.2%	3.7%	-6%	11%	.
CN(c1ccccc1)S(=O)(=O)c1ccc(Cl)c(C(=O)Nc2ccc(N3CCOCC3)cc2)c1	-6%	0.3%	7%	11%	16%	0.8%	-2%	10%	4%
CC1=CC(C)(C)n2c(O)c(C3=NC(=S)NC3=O)c3cc(OC(=O)c4cccc5ccccc45)cc1c32	11%	-0.6%	-2%	12%	-3.4%	-1.9%	5%	33%	-6%
CCCSc1nc2[nH]ncc2c(=O)[nH]1	-7%	-12%	11%	4%	3.4%	-0.7%	-2%	16%	-8%
CN1CCN(c2ccc(NS(=O)(=O)c3ccc(Cl)cc3)cn2)CC1	11%	1.3%	16%	9%	-2.1%	11%	-2%	1%	-7%
CCN(C(=O)CSc1ncnc2sccc12)c1c(N)n(Cc2ccccc2)c(=O)[nH]c1=O	.	0.4%[50 µM]	.	3%	2.8%	.	.	.	5%
CCCCn1nnnc1SCC(=O)Nc1ccc2c(c1)OCO2	0%	-1.1%	-1%	1%	0.5%	4.6%	-10%	13%	10%
COc1ccc(C(=O)CCc2ccccc2)cc1	90%	-0.2%	11%	4%	0.9%	0.7%	9%	1%	-6%
CCc1ccc(/C=C2/Sc3ccccc3N(CC(=O)NCCCN3CCOCC3)C2=O)cc1	-8%	1.2%	5%	-12%	5.9%	0.0%	11%	3%	-1%
C=CCN(CC=C)C(=S)Nc1ccc2nsnc2c1	15%	-1.1%	-8%	-7%	-0.7%	-1.6%	-7%	12%	53%
O=C(O)C/C(=C\c1cc(Cl)c2c(c1)OCO2)c1nc2ccccc2s1	7%	-1.3%	19%	8%	2.6%	41%	14%	0%	1%
CCOc1ccc(N2C(=O)CS/C2=C(\C(Cl)=C(Cl)Cl)[N+](=O)[O-])cc1	-2%	-0.1%	21%	10%	4.4%	0.0%	-7%	-8%	-34%
O=C(N/N=C/c1ccccn1)c1ccc([N+](=O)[O-])cc1Cl	12%	0.0%	4%	9%	1.0%	-0.2%	3%	-1%	3%
CSc1ccc(/C=N/NC(=O)CNc2cccc3ccccc23)cc1	4%	0.4%	6%	11%	2.7%	2.6%	-12%	2%	0%
O=[N+]([O-])c1ccc(/C=N/Nc2ncc(Br)cn2)cc1	-4%	0.1%	13%	10%	4.4%	6.3%	2%	-2%	-7%	Dengue-2 NS5 capping pilot replicate=-3.0
CCN1CCN(C(=O)c2ccccc2N(Cc2ccccc2)S(=O)(=O)c2ccc(OC)cc2)CC1	10%	-0.2%[50 µM]	4%	14%	1.9%	-0.9%	-8%	-15%	-7%
Cc1nn(C)cc1S(=O)(=O)N1CCN(Cc2cccc(Cl)c2)CC1	4%	-0.5%	-11%	-2%	1.6%	1.5%	13%	3%	7%
COc1ccc(-n2ncc3c(NCc4ccccn4)ncnc32)cc1	-5%	0.0%	3%	8%	0.6%	-1.3%	21%	9%	-5%
CCN1CCN(c2cc(C)c3cc(NC(=S)N4CCN(c5ccccc5F)CC4)ccc3n2)CC1	29%	0.2%	16%	15%	?	-2.3%	0%	-2%	-9%
CCOc1ccc(S(=O)(=O)Nc2ccc(Cl)cn2)c(C)c1C	8%	-0.1%	1%	5%	3.3%	3.6%	12%	-3%	0%	Dengue-2 NS5 capping pilot replicate=-2.7
Cn1c(=O)c2[nH]c(N3CCOCC3)nc2n(-c2ccccc2)c1=O	6%	1.1%	-4%	10%	0.9%	-1.2%	-10%	0%	5%
C=CCc1c(C)c(C#N)c2nc3ccccc3n2c1N1CCCCC1	7%	0.8%	7%	2%	2.7%	1.1%	8%	-8%	-2%
Cc1ccc(S(=O)(=O)/N=C/N(C)C)cc1	1%	0.7%[50 µM]	3%	5%	0.1%	0.2%	-1%	-5%	-6%
COc1ccc(CNc2nc(-c3cccnc3)nn2S(C)(=O)=O)cc1	0%	2.7%	14%	5%	-1.3%	2.4%	-16%	-2%	-2%
COc1cc(/C=C(\NC(C)=O)C(=O)O)cc(OC)c1OC	7%	.	4%	.	2.5%	0.3%	11%	-5%	.
CCOc1ccc(OCC)c(NC(=O)C2CCN(S(=O)(=O)c3ccc4c(c3)CC(C)N4C(C)=O)CC2)c1 (centres undefined)	-11%	2.4%	-9%	6%	5.4%	-0.1%	0%	7%	1%
NC(=O)/C(=C\c1ccncc1)c1cccc2ccccc12	5%	0.1%	9%	7%	0.3%	1.7%	1%	-6%	-4%
CC(=O)c1cc(O)c2ccccc2c1O	24%	0.0%	?	7%	8.8%	20%	9%	-2%	30µM*
CS(=O)(=O)N(CC(=O)NC1CCCCC1)c1cccc(F)c1	15%	0.0%	1%	6%	2.2%	-0.5%	18%	-2%	6%
N#C/C(=N\Nc1ccc(Cl)cc1)C(=O)c1ccccc1	-14%	0.0%	4%	9%	19%	47%	-4%	4%	3%
COC(=O)c1sccc1NC(=S)NCc1ccc(Cl)cc1	6%	0.6%	13%	-15%	-0.9%	0.6%	-11%	17%	-9%
COc1cccc2cc(CC(=O)c3ccc(C)c(C)c3)c(=O)oc12	10%	0.1%	9%	10%	1.4%	-1.5%	3%	-6%	2%
CCCc1cc(=O)oc2c(C)c(OCC(=O)N3CCC(C(=O)O)CC3)ccc12	11%	5.8%	0%	3%	0.9%	1.0%	-12%	2%	1%
Cc1ccc(S(=O)(=O)N(C)C)cc1NC(=O)c1cc(=O)[nH]c2ccccc12	-8%	0.3%	8%	12%	-1.4%	-2.5%	14%	-1%	-2%
COc1ccccc1C(=O)Nc1nnc(C)s1	6%	7.9%	7%	5%	.	-0.2%	-8%	1%	0%
O=Cc1cn(Cc2ccccc2)nc1-c1cccnc1	-1%	1.5%	4%	6%	1.9%	0.4%	4%	1%	-8%
O=C(CC1CCCCC1)NCCOc1ccccc1	12%	2.0%[50 µM]	9%	6%	1.1%	-0.6%	-11%	2%	-3%
COc1ccc(C(=O)NCc2nnc(SCC(=O)Nc3ccc4c(c3)OCO4)o2)cc1	11%	0.2%	6%	2%	1.0%	-3.7%	6%	-2%	.
COCC(C)Nc1ccc(S(=O)(=O)N2CCCC2)cc1[N+](=O)[O-] (centres undefined)	-8%	0.4%	24%	5%	-0.2%	0.0%	-9%	1%	-8%
O=C(O)c1ccc(Cn2c(=S)[nH]c3cc(Cl)ccc3c2=O)cc1	9%	0.1%	6%	6%	0.6%	2.3%	6%	.	-1%
CCCOC(=O)N[C@@H]1C(=O)N2C(C(=O)OCCC)=C(C)CS[C@H]12	12%	9.0%	13%	8%	-0.7%	1.5%	0%	1%	2%
COc1cccc2c3c(c(=O)[nH]c12)CCC(C)(C)O3	0%	0.2%	3%	8%	3.2%	-2.0%	1%	-6%	-1%
O=C1OCc2ccc(NC(=O)c3ccccc3C(=O)O)cc21	18%	0.1%	2%	6%	0.1%	-1.1%	8%	0%	-6%
COc1cccc(-c2nc(CS(=O)(=O)c3ccccc3)no2)c1	7%	-0.3%	0%	-9%	2.0%	-0.2%	5%	7%	-8%
C=CCOc1cccc(CNCCCN2CCOCC2)c1	-1%	0.2%	24%	3%	-2.2%	0.8%	-6%	-8%	-9%
Cc1ccccc1N(CC(=O)Nc1ccc(S(=O)(=O)N2CCOCC2)cc1)S(C)(=O)=O	9%	-0.4%	-8%	-4%	1.3%	0.7%	-9%	1%	0%
O=C1CC(c2ccco2)CC(O)=C1C=NCCN1CCN(C2CC(=O)N(c3ccccc3)C2=O)CC1 (centres undefined)	-12%	-0.5%	9%	11%	.	19%	7%	9%	8%
CCN1CCCC1CNC(=O)Cn1nc(C)n2nc(-c3ccccc3)cc2c1=O (centres undefined)	6%	0.1%	4%	8%	-1.7%	-0.8%	1%	-2%	-1%
COc1ccc(S(=O)(=O)N2CCN(CC(O)CN3CCOCC3)CC2)cc1 (centres undefined)	.	-0.7%	.	1%	0.8%	.	.	.	2%
COc1ccc(CC(=O)Nc2ccc(N3CCOCC3)cc2)cc1S(=O)(=O)N1CCOCC1	3%	0.7%	10%	7%	1.2%	-1.7%	1%	.	5%
COc1cc2ccccc2cc1C(=O)N1CCCCC1	.	1.7%[50 µM]	19%	3%	0.9%	.	.	2%	1%
CCCn1c(C)cc(C)c(C#N)c1=O	19%	3.2%[50 µM]	16%	11%	1.9%	-0.4%	-4%	8%	-1%
Cc1cc(OCC(=O)N2CCCC2)ccc1Cl	1%	5.1%	3%	-1%	1.9%	-1.7%	12%	-13%	0%
COc1ccc(/C=N/NC(=S)NC2CCS(=O)(=O)C2)cc1 (centres undefined)	16%	1.2%[50 µM]	-94%	1%	1.9%	-4.4%	19%	23%	-8%
CCCOc1ccc(-c2nc(C#N)c(N3CCC(C(N)=O)CC3)o2)cc1	27%	4.4%	13%	0%	0.1%	1.1%	14%	-7%	-7%
O=C(NCc1cccnc1)c1ccc(NC(=O)c2ccco2)cc1	7%	1.1%	-11%	10%	1.6%	0.3%	0%	9%	2%
CCOC(=O)c1ccccc1NC(=O)COC(=O)C1CC(=O)N(c2ccc3c(c2)OCCO3)C1 (centres undefined)	.	0.5%[50 µM]	11%	-2%	-1.6%	.	.	11%	4%
